XBP1 UPR activ – activators of adaptive XBP1 UPR arm, primary screen, cell-based, CHO-XBP1 luciferase reporter, luminescence, uHTS. IRE1-XBP1 UPR activation; percent of tunicamycin response, DMSO as zero. AID 463104, 2010. 0.33% of 330,000 active. activation, % at 20 µM;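 active = versus positive control, 20 µM dose yields 30% or more activation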;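 also: 100% = tunicamycin at 10 µg/mL and 0% = DMSO only wells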
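Assay system: IRE1-XBP1 luciferase reporter CHO line. Input: 1000 cells/well. Buffer or medium: F12 with 10% serum. Doses: 20 µM, 1% DMSO. Times: overnight seeding at 37 °C, 6 h compound treatment at 37 °C. Technique: Steady-Glo luciferase glow luminescence, 10 min after reagent addition.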
TIM10 inh – growth inhibitors of isogenic TIM10 control yeast, primary screen, counter-screen for tim10-1 yeast inhibitor project, luminescence, uHTS; S. cerevisiae TIM10 strain growth, BacTiter-Glo luminescence, 24 h; inhibition, % at 10 µM; 1.4% of 330,000 active;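 active = inhibition of 40% or more at the single tested concentration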;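 also: wild-type TIM10 isogenic control strain grown at permissive 25 °C; 0% = DMSO yeast wells and 100% = minimal medium wells without yeast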
APJ agonist – agonists of human apelin receptor APJ, primary screen, CHO-K1 cells, PathHunter beta-arrestin, luminescence. AID 2520, 2010. 0% DMSO wells, 100% apelin. activation, % at 20 µM. 0.11% of 330,000 active. P35414;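 active = activation more than six SD over the plate average, tested at 20 µM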;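 also: 0% = DMSO alone and 100% = apelin-13 at 10 nM; some results filed as inactive read as strong as hits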
Target sequence (P35414 whole entry, looked up): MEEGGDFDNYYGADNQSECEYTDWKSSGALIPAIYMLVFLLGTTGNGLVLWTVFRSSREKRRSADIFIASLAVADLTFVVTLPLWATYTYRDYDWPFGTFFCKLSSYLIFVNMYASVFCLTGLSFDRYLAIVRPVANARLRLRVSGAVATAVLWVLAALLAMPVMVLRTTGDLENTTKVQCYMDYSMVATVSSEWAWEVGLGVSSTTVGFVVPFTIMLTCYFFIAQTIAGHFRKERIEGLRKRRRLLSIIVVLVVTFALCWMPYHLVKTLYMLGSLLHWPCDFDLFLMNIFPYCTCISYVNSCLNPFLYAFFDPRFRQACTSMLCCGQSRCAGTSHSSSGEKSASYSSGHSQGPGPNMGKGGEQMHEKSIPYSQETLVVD
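Material: CHO-K1 APJ beta-arrestin complementation cell line; Input: cell density 1000 per well; Incubation: compound stimulation 90 min at 25 °C, detection 60 min; Signal: luminescence from split beta-galactosidase complementation, Galacton Star/Emerald II substrate; Controls: DMSO-only wells as negative, 10 nM Apelin-13 as positive control.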
tim23-1 inh – growth inhibitors of tim23-1 mutant yeast, primary screen, luminescence, uHTS. S. cerevisiae tim23-1 growth, BacTiter-Glo luminescence, 24 h. inhibition, % at 20 µM. 1.3% of 330,000 active;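 active = growth inhibition of the mutant yeast at or above 50%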;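 also: temperature-sensitive mutant grown at 25 °C; plate controls were DMSO-treated mutant yeast for no effect and medium wells lacking yeast for full effect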
GRIN3A LBD mod – binders of NR3A ligand-binding domain, primary screen, biophysical, differential scanning fluorimetry, uHTS; Glutamate receptor ionotropic, NMDA 3A (GRIN3A) ligand-binding domain; 2.5% of 340,000 active; AID 1259313, 2017; Tm shift relative to glycine control, % at 25 µM; NR3A LBD differential scanning fluorimetry, Tm shift; 0% = protein alone, 100% = glycine-bound protein;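 active = melting temperature shift of at least 10% of the positive control shift, at one fixed dose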
tim10-1 inh – growth inhibitors of tim10-1 mutant yeast, primary screen, luminescence, uHTS; S. cerevisiae tim10-1 ts strain growth, BacTiter-Glo, 24 h; inhibition, % at 20 µM; 2.2% of 330,000 active;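 active = inhibition of at least 40%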;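 also: mutant grown at 25 °C; 0% = DMSO wells with yeast and 100% = wells holding no yeast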
CHOP UPR activ – activators of apoptotic CHOP UPR arm, primary screen, cell-based, CHO-CHOP luciferase reporter, luminescence, uHTS. activation, % at 10 µM. 0.34% of 330,000 active. UPR activation; percent of tunicamycin response over DMSO baseline;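 active = at 10 µM dose, activation of 40% or more, normalized to positive control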;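 also: 100% = tunicamycin at 10 µg/mL and 0% = DMSO alone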
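System: CHO-CHOP luciferase reporter cell line; amount: 500 cells/well; buffer or medium: F12 medium containing 10% fetal bovine serum; incubation: 6 h compound exposure at 37 °C after overnight seeding; measured by: luciferase luminescence after 10 min with Steady-Glo reagent; evaluation: % reporter activation, DMSO baseline versus tunicamycin full activation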
Mdm2-MdmX inh – inhibitors of human Mdm2-MdmX association, primary screen, cell-based, luminescence, split luciferase, SaOS-2, uHTS; Protein Mdm4 (Homo sapiens) + E3 ubiquitin-protein ligase Mdm2 (Homo sapiens), …; SaOS-2 split-luciferase Mdm2/MdmX complementation; inhibition, % at 8 µM; 3% of 330,000 active;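 active = inhibition of at least 50% at 8 µM in the primary screen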
NLRP3 yeast inh – NALP3 inflammasome inhibitors in reconstituted yeast, primary screen, luminescence, uHTS; 0.39% of 330,000 active; inhibition, % at 10 µM; Yeast reconstituted NLRP3/ASC/caspase-1, beta-gal luminescence, 24 h; AID 2825, 2010;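 active = inhibition of 50% or more; inactive = inhibition below 50%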;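 also: plate controls were induced DMSO wells for no effect and uninduced yeast grown without galactose for full effect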
The depositor's hits bear a star; · = no result given.

Structure,XBP1 UPR activ,TIM10 inh,APJ agonist,tim23-1 inh,GRIN3A LBD mod,tim10-1 inh,CHOP UPR activ,Mdm2-MdmX inh,NLRP3 yeast inh
COc1ccc2nc(COC(=O)c3cccs3)c(C(C)=O)[n+]([O-])c2c1,-3,-9,-5,3,0,2,-1.0,16,17
CCc1nnc(NC(=O)CSc2nnc(-c3ccncc3)n2Cc2ccccc2)s1,-3,-2,3,8,·,10,-1.1,15,12
N#Cc1c(SCC(=O)N2CCOCC2)nsc1SCC(=O)N1CCOCC1,-2,-21,-2,-1,1,9,-0.4,1,1
C/C(CC(=O)C(F)(F)F)=N\NC(=O)/C(C#N)=C/N(C)C,7,0,-3,-1,7,3,1.2,-5,-3
Nc1ccc(C(=O)OCC(=O)Nc2cc([N+](=O)[O-])ccc2F)cc1,-1,-11,-4,-50,-4,-11,-1.3,29,22
CCN1C(=O)N[C@@H](c2ccccc2)C(C(=O)OC)=C1C,-1,0,0,24,-1,13,0.9,6,11
Cc1ccc(C(=O)N2N=C(c3ccc(Br)cc3)CC2c2ccccc2O)cc1 (stereo not drawn),40*,7,-1,15,5,5,5.4,75*,12
Cc1csc(SCC(=O)N2CCN(S(=O)(=O)c3ccccc3)CC2)n1,-2,-4,1,8,-1,11,0.0,3,3
O=C(NCCN1CCOCC1)c1cc([N+](=O)[O-])ccc1Cl,-5,-11,3,-5,0,-9,0.8,8,24
COCCn1c(C(C)C)nc2oc3ccccc3c(=O)c2c1=O,0,-2,1,13,-3,19,-0.1,1,-8
Cc1c(NC(=O)Nc2ccccc2[N+](=O)[O-])c(=O)n(-c2ccccc2)n1C,-1,0,-3,9,1,17,2.2,1,-4
CN(Cc1nc(-c2cccc(Cl)c2)no1)C1CCOCC1,2,-11,-2,16,0,4,5.5,-8,10
CCC(=O)OCn1nnc2ccccc2c1=O,-3,3,-4,-6,1,12,-0.4,14,6
COc1ccc(C)cc1NC(=O)CNC(C)C(=O)Nc1ccc(C(C)=O)cc1 (stereo not drawn),-7,-11,-4,23,-1,7,1.2,1,-3
Cc1ccc(C(=O)NCC(c2ccco2)N2CCc3ccccc3C2)cc1C (stereo not drawn),-2,6,1,27,2,13,-1.4,4,30
Clc1nc(CN2CCCCC2)nc2sc3c(c12)CCCC3,-1,-16,-3,-21,-1,-19,1.1,50,39
O=C1CC(c2ccco2)CC(O)=C1C=NCCN1CCN(C(=O)Nc2ccc(Cl)cc2)CC1 (stereo not drawn),-2,0,-6,18,0,9,0.1,3,7
Clc1nnc(Cl)c2c1ncn2Cc1ccccc1,-2,-18,-3,2,0,0,-1.0,14,6
COc1ccccc1NC(=O)CC(=O)CSc1nnc(-c2ccc(C)cc2)n1-c1ccccc1,-2,13,-2,29,-4,27,-1.3,13,-10
Oc1cccc(Nc2c3ccccc3nc3ccccc23)c1,-5,-66,-3,-10,-1,-54,3.3,29,26
C[C@H](CO)N1C[C@H](C)[C@@H](CN(C)CC2CCCCC2)Oc2c(NC(=O)Cc3ccccc3)cccc2C1=O,0,6,-1,9,-3,7,1.6,44,5
Cc1ccc2[nH]c(=O)c(CN(CCCN(C)C)C(=S)NCCc3ccccc3)cc2c1,1,23,-1,6,1,25,0.1,31,14
CC(=O)Nc1ccc(S(=O)(=O)NC2CC(=O)N(c3ccc4c(c3)OCCO4)C2)cc1 (stereo not drawn),2,2,-4,12,17*,12,0.6,-21,10
CCc1nnc(SCC(=O)Nc2nccs2)n1CC,-5,15,2,17,1,-6,2.4,17,21
O=C(Nc1ccccc1C(=O)Nc1ccncc1)c1ccccc1,1,-67,-1,-202,-2,-54,0.9,15,4
O=C(O)c1cccc(NC(=S)N/N=C/c2cccc(O)c2)c1,-3,5,-2,5,2,3,-3.0,13,20
COc1ccc(C(=O)NCCCc2ccccc2)cc1OC,-1,7,-2,11,0,16,3.5,-10,29
Cc1onc(-c2ccccc2)c1C(=O)N(C)CC(=O)Nc1ccc(F)c(F)c1F,-2,18,-5,18,1,18,0.2,-8,-3
FC(F)(F)c1ccccc1CN1CCN(C2CCCCCC2)CC1,2,12,-3,-5,-3,4,0.3,8,24
CN(CC(=O)Nc1cccc(F)c1)CC(=O)NC(c1ccccc1)c1ccccc1,-1,11,-5,22,-2,17,1.3,18,17
CC1CN(C(=S)Nc2ccc(F)cc2F)CC(C)O1 (stereo not drawn),-4,1,-4,-6,2,-6,-0.1,-15,7
C=CCN1C(=O)c2ccc(C(=O)NCCOc3ccccc3F)cc2C1=O,-2,-13,2,8,2,-15,1.7,-2,12
Cc1cccc(C2=NN(c3ccccc3)[C@@H](C(=O)N3CCOC3=O)[C@@H]2C)c1,-2,9,·,39,-2,15,0.6,4,·
O=C(COc1ccc(Cl)cc1)NCCNc1ccc([N+](=O)[O-])cc1,-2,-5,-2,-18,2,-15,2.6,-9,28
Cc1ccc([N+](=O)[O-])cc1NC(=O)CCSc1ccc(Cl)cc1,-2,18,-4,10,1,10,-3.4,7,37
CCN1C[C@@H]2[C@@H]3C(=O)N(C)C(=O)[C@@H]3[C@](C)(C(=O)OC)N2C1=NC,3,-14,·,21,0,1,1.0,1,·
CCCn1c(N)c(C(=O)CN(C)CC(=O)Nc2ccccc2C(F)(F)F)c(=O)[nH]c1=O,0,5,-5,3,-1,13,-0.9,24,10
N#CCSc1ccc(S(=O)(=O)N2CCOCC2)cn1,-3,-9,-3,-4,4,-4,-0.5,18,15
O=C(c1ccncc1)N1CCc2ccccc2C1,-1,-3,-4,10,0,-5,2.1,12,10
Cc1c(C)[n+](=O)c2c(n1[O-])C(Br)CCC2Br (stereo not drawn),3,7,-3,-9,0,4,-0.3,5,-2
COCCCNc1nc2c([nH]1)c(=O)[nH]c(=O)n2C,-3,-11,-4,3,2,11,0.7,7,14
COC(=O)c1ccc(C)c(NC(=O)CCc2ccc(OC)c(OC)c2)c1,-1,-3,-1,-3,3,12,0.6,2,15
Nn1c(SCC(=O)NC2CCCC2)nnc1-c1ccccc1F,-5,-4,-2,-14,0,-12,-1.0,14,17
NC(=O)Cn1cnc(-c2ccccc2)c1,0,8,-4,-1,1,7,-1.8,35,16
CC(C)c1ccc(NC(=O)CSc2nc3ccsc3c(=O)n2CCC(=O)O)cc1,-7,2,0,1,0,-12,-1.3,-12,5
COc1cccc(C(=O)NCC2CCCN2S(=O)(=O)c2cccs2)c1 (stereo not drawn),-1,10,3,25,0,25,0.7,17,3
COc1cc(C(=O)NC2CCN(C)CC2)ccc1Nc1ncc2c(n1)N(C1CCC(O)CC1)CCC(=O)N2C (stereo not drawn),-2,-2,-2,0,0,-10,-0.9,14,11
COc1cc(OC)cc(C(=O)N2CCC(C(=O)NCCc3ccccc3)CC2)c1,-2,5,-2,-7,-1,-14,3.2,-6,5
O=C(Nc1ccccc1Cl)N1CCN(Cc2ccc3c(c2)OCO3)CC1,-3,-6,-2,-5,-3,-12,-1.7,10,13
COC(C(=O)Nc1ccnn1C1CCN(Cc2cccc(C)n2)CC1)c1ccccc1 (stereo not drawn),-2,-2,2,12,-1,13,-1.0,20,10
CN(Cc1nc(-c2cnccn2)no1)C1CC(C)(C)NC(C)(C)C1,-3,-30,-7,10,1,-4,-0.4,-15,-5
COc1cccc(C(=O)Nc2nnc(Cc3ccc(OC)c(OC)c3)s2)c1,1,-5,1,-5,-4,-19,0.7,7,3
O=C(COC(=O)c1ccccc1OCc1ccc(Cl)cc1)NC1CC1,1,24,-2,18,2,24,4.8,-16,20
O=c1[nH]c(=O)n(Cc2ccccc2)c2nc(-c3ccc(C(F)(F)F)cc3)n(CCO)c12,-2,-6,0,10,0,11,-0.8,-7,27
O=[N+]([O-])c1cccc(-c2cn3nc(-c4ccccc4)c(-c4ccccc4)nc3n2)c1,2,15,0,-6,-2,10,2.6,5,-18
O=c1[nH]n(-c2ccccc2)c(=O)c2ccccc12,0,-12,1,-5,-1,-27,-0.7,18,18

The listing continues.
Structure,XBP1 UPR activ,TIM10 inh,APJ agonist,tim23-1 inh,GRIN3A LBD mod,tim10-1 inh,CHOP UPR activ,Mdm2-MdmX inh,NLRP3 yeast inh
O=C(CSc1nnc(SCc2ccc(F)cc2)s1)Nc1ccc(C(=O)O)cc1,-3,8,1,7,-3,5,-2.1,13,9
COc1cccc(NC(=S)N2CCC(NC(=O)C3CCCCC3)CC2)c1,2,14,-2,5,0,-14,0.5,-8,10
c1ccc(Oc2cccc(Oc3ccccc3)n2)cc1,1,-6,-2,-16,2,5,2.0,4,9
CC(C)NC(=O)Cn1cc(C(=O)C2CC2)c2ccccc21,-2,5,-2,9,-2,13,-1.9,-18,6
Cc1ccc(-c2c(C(=O)N/N=C/c3ccsc3)nnn2-c2nonc2N)cc1,-3,2,4,-8,10,-17,3.0,19,2
COc1cc(Cl)ccc1OCc1cc(C(=O)N(C)Cc2nnc(C)o2)no1,-3,1,-1,-2,10*,-1,3.4,12,9
CCCCC(CC)C(=O)Nc1cc([N+](=O)[O-])ccc1F (stereo not drawn),0,4,-4,4,1,12,-0.5,5,4
CC(C)CN1CCC(CNC(=O)CCc2nnc(Cc3c[nH]c4ccccc34)o2)CC1,-1,-5,-2,4,0,-22,0.7,7,16

Structures listed so far printed as active in GRIN3A LBD mod.
Structure	APJ agonist	GRIN3A LBD mod	Mdm2-MdmX inh	NLRP3 yeast inh
CC(=O)Nc1ccc(S(=O)(=O)NC2CC(=O)N(c3ccc4c(c3)OCCO4)C2)cc1 (stereo not drawn)	-4	17*	-21	10
COc1cc(Cl)ccc1OCc1cc(C(=O)N(C)Cc2nnc(C)o2)no1	-1	10*	12	9

Next section
Structure,XBP1 UPR activ,TIM10 inh,APJ agonist,tim23-1 inh,GRIN3A LBD mod,tim10-1 inh,CHOP UPR activ,Mdm2-MdmX inh,NLRP3 yeast inh
CC(=O)Oc1ccc(-c2nc3cc(Cl)ccc3c(=O)o2)cc1,-1,12,2,31,-8,16,1.5,17,17
Cn1c(SCC(=O)N2CCN(S(=O)(=O)c3ccccc3)CC2)nc2ccccc21,3,-4,-5,2,0,17,-1.2,1,4
CC1CC(C)CN(C(=O)Cn2nnc(-c3ccccc3)n2)C1 (stereo not drawn),-5,-7,-4,11,-1,-4,1.8,-11,17
CCOc1ccccc1NC(=O)CSc1nnc(-c2ccco2)o1,-1,11,-4,6,0,19,-0.9,14,23

Assay outcomes deposited in PubChem BioAssay by Sanford-Burnham Center for Chemical Genomics.
